# Source: PubChem (several laboratories)
# p47phox inh: p47phox (human) inhibition; inhibition, % at 24.7 µM; p47phox/p22phox peptide binding, fluorescence polarization, 2 h; hit rate 0.53% among 220,000;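 active means inhibition above about 30%, limit read from the data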;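 further: 0% = p47phox with labelled peptide and 100% = labelled peptide alone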
# Target sequence (P14598 whole entry, looked up): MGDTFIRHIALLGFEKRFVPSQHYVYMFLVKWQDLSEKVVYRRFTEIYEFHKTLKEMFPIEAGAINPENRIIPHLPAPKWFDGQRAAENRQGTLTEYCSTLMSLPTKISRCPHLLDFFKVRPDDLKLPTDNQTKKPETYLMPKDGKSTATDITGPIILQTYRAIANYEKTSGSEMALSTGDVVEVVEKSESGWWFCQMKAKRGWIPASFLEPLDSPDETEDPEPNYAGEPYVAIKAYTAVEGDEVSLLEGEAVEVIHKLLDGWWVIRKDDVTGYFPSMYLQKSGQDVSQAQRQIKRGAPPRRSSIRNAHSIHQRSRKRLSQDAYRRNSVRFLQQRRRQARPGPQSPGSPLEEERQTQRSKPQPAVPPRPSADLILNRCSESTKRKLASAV
# NPY-Y1 antag: NPY-Y1 (human) receptor antagonism | P25929 | HEK293-CNG Y1 cells, membrane potential fluorescence; NPY at EC95, then isoproterenol | inhibition, % at 3.6 µM | hit rate 1% among 200,000;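 active means inhibition above the campaign mean inhibition of all tested compounds plus 3 SD, cut at about 20% in these data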;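 further: 0% = DMSO wells given NPY plus isoproterenol and 100% = isoproterenol alone without NPY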
# Target sequence (P25929 whole entry, looked up): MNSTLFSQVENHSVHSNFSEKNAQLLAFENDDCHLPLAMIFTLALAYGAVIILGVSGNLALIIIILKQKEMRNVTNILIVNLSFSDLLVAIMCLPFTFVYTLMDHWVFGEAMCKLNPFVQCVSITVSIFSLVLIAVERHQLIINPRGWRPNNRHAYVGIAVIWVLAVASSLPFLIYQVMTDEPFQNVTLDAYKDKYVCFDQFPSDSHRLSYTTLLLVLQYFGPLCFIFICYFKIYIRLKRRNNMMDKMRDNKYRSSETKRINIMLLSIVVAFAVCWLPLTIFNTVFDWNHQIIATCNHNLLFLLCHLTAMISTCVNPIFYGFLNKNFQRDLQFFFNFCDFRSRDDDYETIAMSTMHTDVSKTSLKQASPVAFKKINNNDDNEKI
#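 Test system: HEK293 cells co-expressing NPY Y1 receptor and cyclic-nucleotide gated channel; Also added: NPY (25 nM), isoproterenol (1 µM), Ro 20-1724 (25 µM); Compound dosing: one concentration, 3.6 µM, in 0.4% DMSO; Timing: dye 3 h, compound 60 min room temperature, stimulation 45 min; Technique: Membrane-potential fluorescent dye readout.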
# NPY-Y1 PAM-ag: human NPY-Y1 potentiation or agonism, primary screen; NPY-Y1 expressing cells, potentiator/agonist activation; activation, % at 3.6 µM; AID 1304; hit rate 0.37% among 220,000; P25929; in the data active means activation above about 33%, passing the limit was not always enough;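 further: cells stimulated with NPY at EC10 then isoproterenol at EC100; 0% = low agonist plus stimulus and 100% = saturating agonist plus stimulus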
# Ba/F3 V617F tox: lowers viability of Ba/F3 cells expressing EpoR and JAK2V617F; inhibition, % at 5.6 µM; ATP luminescence; AID 1446; hit rate 1.1% among 220,000;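 active means inhibition above the campaign mean plus 3 SD over all tested compounds, cut at about 24% in these data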;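 further: cytokine-independent growth of Ba/F3 cells driven by EpoR plus mutant JAK2; 0% = DMSO-treated cells and 100% = JAK inhibitor I control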
# S1P4 ag: human S1P4 receptor agonism. hit rate 0.35% among 220,000. activation, % at 4.98 µM. S1P4-expressing cell line, agonist reporter assay. AID 1509. O95977; in the data active means activation above about 11%;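 further: 0% = DMSO vehicle and 100% = reference agonist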
# BaF3 parental: reduces parental Ba/F3 cell viability, JAK2V617F counter-screen. hit rate 1.1% among 220,000. CellTiter-Glo ATP luminescence. inhibition, % at 5.6 µM;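 active means inhibition above a per-campaign cutoff, the mean inhibition of all tested compounds plus 3 SD, cut at about 27% in these data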;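 further: 0% = DMSO wells and 100% = JAK Inhibitor I control wells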
# NPY2 pot ag: human NPY-Y2 potentiation or agonism, primary screen. P49146. cells expressing NPY-Y2, potentiator/agonist read-out. activation, % at 3.6 µM. hit rate 0.45% among 220,000. AID 1359; in the data active means activation above about 27%;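 further: cells stimulated with NPY near EC25 plus isoproterenol at EC100; 0% = vehicle plus submaximal agonist and 100% = vehicle plus saturating agonist; some results beyond the cut were filed as inactive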
# CHOP inh: CHOP inhibition in unfolded protein response; AID 2732; CHO-K1 CHOP-promoter luciferase, tunicamycin-induced, 15-18 h; inhibition, % at 10 µM; hit rate 3.8% among 220,000;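 active means compounds that reduced the stress-induced luciferase reporter signal by more than about 70% of percent inhibition, limit read from the data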;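 further: 0% = tunicamycin plus vehicle and 100% = wells without tunicamycin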
# S1P4 antagonist: human S1P4 receptor antagonism. S1P4-expressing cells, antagonist mode, reporter read-out. inhibition, % at 4.98 µM. hit rate 0.26% among 220,000. AID 1510; in the data active means inhibition above about 29%;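 further: 0% = wells stimulated with agonist and 100% = vehicle wells without agonist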
# Active calls of the source: *; / = no result given.
SMILES,p47phox inh,NPY-Y1 antag,NPY-Y1 PAM-ag,Ba/F3 V617F tox,S1P4 ag,BaF3 parental,NPY2 pot ag,CHOP inh,S1P4 antagonist
O=C(COC(=O)c1cccc2ccccc12)NCC1CCCO1 (centres undefined),-5,2,-9,3,2.0,10,-7,0,-20
CC(C(=O)NC1CCCCC1)N1CCN(C)CC1 (centres undefined),-9,/,16,-2,0.7,-11,2,3,-5
COC(=O)c1ccc(C(=O)OC)c(=O)[nH]1,-3,/,4,-4,0.5,-7,-4,0,-18
Cc1ccccc1NC(=S)NC(NC(=O)N(C)C)C(Cl)(Cl)Cl (centres undefined),-16,5,8,-1,0.3,3,-3,5,7
Cc1cccc(CC2CC(=O)N(C3CCCCC3)C2=O)c1 (centres undefined),-11,8,16,-2,0.7,4,-7,9,-9
CCOC(=O)c1sc(NC(=O)C2CCCO2)c(C(=O)OC)c1C (centres undefined),/,-2,-1,-3,-0.1,2,8,/,-23
COc1ccc(OCC(O)CNC(=O)c2ccc(C)cc2)cc1 (centres undefined),-12,/,-15,-4,1.1,-1,-29,4,-4
CCn1c(C)nc2cc(C(=O)NNC(=O)Nc3ccc(Cl)c(Cl)c3)ccc21,-9,-1,-1,-4,0.4,-3,4,21,-12
Cc1cc(=O)[nH]c(SCCOc2cccc(C(F)(F)F)c2)n1,-11,17,-30,-4,1.7,0,-7,16,-1
Cc1cc(C(=O)N2CC(C)CC(C)C2)n(-c2ccccc2)n1 (centres undefined),-8,2,10,-3,0.4,3,15,31,-16
COc1cc(/C=N/n2c(SC)nnc(C(C)(C)C)c2=O)ccc1O,1,-5,20,-1,0.9,2,2,9,-11
COc1ccc(CCNC(=O)CSc2nc(-c3ccc(OC)c(OC)c3)ccc2C#N)cc1,-6,3,9,4,-2.5,-4,-8,6,-15
Cc1nnc(SCCn2c(N3CCN(C)CC3)nc3c2c(=O)n(C)c(=O)n3C)s1,7,-3,4,-4,45*,4,-5,24,-7
Cc1ccc(-c2nc(CS(=O)CC(=O)NCc3ccccc3)c(C)o2)cc1 (centres undefined),-17,8,-18,2,0.5,3,-8,22,-7
COc1ccc(NC(C)=O)cc1NC(=O)CSc1nnc(-c2ccccn2)n1C,-9,-9,-11,-1,2.7,3,2,-22,-3
O=C(NCc1ccc(Cl)cc1)c1cc(=O)nc2sc(-c3ccccc3)nn12,-13,7,-20,3,0.9,4,-5,57,-8
O=C(Nc1cscc1S(=O)(=O)c1ccccc1)c1ccccc1Cl,15,/,-18,1,-2.2,-2,-17,11,10
COc1ccc(/C=C(/Sc2nnc(-c3ccc(Cl)cc3)o2)C(=O)O)cc1,-8,20,-21,4,1.0,8,-6,24,2
CCOC(=O)CC1ON(C)C(=O)N1c1ccc(Cl)cc1Cl (centres undefined),-10,10,4,-2,-0.6,3,-3,21,9
O=c1[nH]cnc2scc(C3COc4ccccc4O3)c12 (centres undefined),-4,-6,2,-3,1.2,8,5,41,-7
COc1c(S(=O)(=O)n2nc(C)cc2C)ccc(Cl)c1Cl,1,-10,26,6,0.8,8,13,41,-4
CN(C)CCN(Cc1ccccc1)c1nccc(N(C)C)c1C#N,4,-5,-16,1,-0.8,6,-8,18,-12
CCOC(=O)C1=Nc2ccccc2C1=[N+]=[N-],-15,-7,1,1,-0.1,0,-1,28,8
CC(C)CCNC(=O)CCCC1=NS(=O)(=O)c2ccccc2N1,0,-2,-6,2,2.1,0,7,-14,-7
CCOc1ccc2nc(NC(=O)CSc3nc4ccccc4c(=O)n3Cc3ccco3)sc2c1,-36,-6,1,-1,1.6,0,-1,42,4

# Part of the list above, limited to NPY-Y1 PAM-ag, S1P4 ag and S1P4 antagonist:
molecule | NPY-Y1 PAM-ag | S1P4 ag | S1P4 antagonist
Cc1cc(=O)[nH]c(SCCOc2cccc(C(F)(F)F)c2)n1 | -30 | 1.7 | -1
Cc1cc(C(=O)N2CC(C)CC(C)C2)n(-c2ccccc2)n1 (centres undefined) | 10 | 0.4 | -16
COc1cc(/C=N/n2c(SC)nnc(C(C)(C)C)c2=O)ccc1O | 20 | 0.9 | -11

# (further entries)
SMILES,p47phox inh,NPY-Y1 antag,NPY-Y1 PAM-ag,Ba/F3 V617F tox,S1P4 ag,BaF3 parental,NPY2 pot ag,CHOP inh,S1P4 antagonist
COc1ccc(C(C)=O)cc1CSc1nc2cc(C(=O)O)ccc2c(=O)n1Cc1ccccc1,-21,7,17,-1,3.0,2,8,4,5
O=C(COc1ccccc1)NNC(=O)COc1ccc([N+](=O)[O-])cc1,3,0,1,4,1.3,1,6,12,-2
CCN1CCN(CC(O)COCc2cc(OC)c(OC)c(OC)c2)CC1 (centres undefined),-14,2,15,-1,0.0,3,9,0,10
COc1ccc(/C=N/NC(=O)CSCc2ccc([N+](=O)[O-])cc2)cc1OC,-17,1,-19,-1,-0.1,4,-8,12,-13
NNC(=O)c1cccc(COCC(F)(F)C(F)F)c1,2,/,-20,7,0.8,2,-6,-4,5
O=C(O)C1CCCN1S(=O)(=O)c1ccc2c(c1)CCC2 (centres undefined),-1,2,-8,0,0.8,0,10,0,22
O=C(CCN1C(=O)COc2ccccc21)NCc1ccco1,7,2,5,0,0.6,7,-1,-9,-8
COc1cccc(/C(O)=C2/C(=O)C(=O)N(CCN(C)C)C2c2ccccn2)c1 (centres undefined),13,0,-3,1,0.6,5,6,1,12
O=C(Cn1cncn1)N/N=C/c1ccccc1O,0,/,0,-3,0.0,2,11,-1,-7
O=C(NCC(O)c1ccccc1)c1cccc(S(=O)(=O)N2CCOCC2)c1 (centres undefined),-4,0,12,-1,-1.1,1,1,40,3
O=C(CCS(=O)(=O)Cc1ccccc1)N1CCN(c2ccc([N+](=O)[O-])cc2)CC1,-7,5,-11,2,-1.8,2,-1,17,-16
COc1ccc(C(=O)Cn2c(NCCO)nc3ccccc32)cc1,1,6,7,-1,-1.3,3,-7,-12,-11
CC1CCCC(NS(=O)(=O)c2ccc3c(c2)OCCO3)C1C (centres undefined),-10,-6,-20,-3,-1.1,4,-13,20,10
OCC1CCN(Cc2nc(Cc3ccccc3Cl)no2)CC1,1,10,13,-3,1.8,7,0,0,7
CCOc1nc(NCCO)nc(NCCC2=CCCCC2)n1,-3,6,-13,-2,0.7,0,-2,33,-3
COc1ccc(OC)c(/C=N/NC(=O)c2cc3c(OC)cccc3[nH]2)c1,-28,/,-2,-1,3.5,2,-38,-2,-1
CCc1ccc(NS(=O)(=O)c2ccc3[nH]cc(C(=O)N4CCCCC4)c(=O)c3c2)cc1,-3,0,-13,-1,0.5,6,-12,37,-12
O=C1C(=O)N(CCN2CCOCC2)C(c2cccnc2)/C1=C(/O)c1ccc(Cl)cc1 (centres undefined),4,-3,-5,-3,2.0,1,-10,-2,-11
CCN(CC)c1ccc(NC(=O)CN2CCN(CC(=O)Nc3ccccc3F)CC2)cc1,-5,-1,-4,2,0.4,6,7,-6,-8
O=C(C[n+]1cccc2ccccc21)c1ccc(NC(=O)c2ccccc2)cc1,-45,8,-4,1,0.5,10,-6,18,1
CCOC(=O)C1CCN(C(=O)COC(=O)c2ccc(Br)o2)CC1,-2,2,9,-2,1.9,9,11,7,-9
Cc1cc(NC(=O)CSc2nnc(-c3ccccc3)c(-c3ccccc3)n2)no1,-2,-1,12,-2,0.2,3,0,15,5
CCOC(=O)N1CCC(NS(=O)(=O)c2cc3c(cc2C)NC(=O)CO3)CC1,-6,1,-1,-3,1.9,1,12,14,-2
O=C1CN=C(Nc2ccccc2)N1Cc1cccs1,-17,1,13,-3,-0.2,2,-6,18,-9
Cc1ccc2nc(SCC(=O)c3ccc4c(c3)OCO4)[nH]c2c1,-1,5,-18,-1,1.2,3,-3,38,-21

# Molecules from the list above with a cyano group, in the order listed:
SMILES,p47phox inh,NPY-Y1 antag,NPY-Y1 PAM-ag,Ba/F3 V617F tox,S1P4 ag,BaF3 parental,NPY2 pot ag,CHOP inh,S1P4 antagonist
COc1ccc(CCNC(=O)CSc2nc(-c3ccc(OC)c(OC)c3)ccc2C#N)cc1,-6,3,9,4,-2.5,-4,-8,6,-15
CN(C)CCN(Cc1ccccc1)c1nccc(N(C)C)c1C#N,4,-5,-16,1,-0.8,6,-8,18,-12

# The results go on:
SMILES,p47phox inh,NPY-Y1 antag,NPY-Y1 PAM-ag,Ba/F3 V617F tox,S1P4 ag,BaF3 parental,NPY2 pot ag,CHOP inh,S1P4 antagonist
COc1cccc2c(=O)n(CC(=O)NC3CCCCC3)ccc12,-9,0,3,-4,-0.1,-1,7,-2,-19
c1ccc(CSc2nc3ncncc3[nH]2)cc1,-3,/,-8,1,0.6,3,48*,-1,-1
C=CCSC1=N/C(=C\c2sccc2C)C(=O)S1,-22,7,-3,0,0.6,0,7,60,3
O=C(CCCc1ccccc1)NCCC1=CCCCC1,0,11,-11,-2,1.2,2,-2,28,-19
Cc1ccc(S(=O)(=O)Nc2ccc3c(c2)nc(C)n3C)cc1,0,/,6,-1,2.1,5,11,7,-15
O=C(NC(Nc1nc2ccc([N+](=O)[O-])cc2s1)(C(F)(F)F)C(F)(F)F)c1cccnc1,-25,16,48*,3,0.6,8,33*,90*,17
CCS(=O)(=O)c1ccc(O)c(NC(=O)COc2ccc(OC)cc2)c1,-10,6,3,-1,0.6,2,-9,28,-5
C=CCc1ccccc1OCC(=O)O,-8,/,5,0,-1.1,2,-17,-16,-7
O=C(CN1CCN(S(=O)(=O)c2ccc(Br)cc2)CC1)N/N=C/c1ccc(Cl)c([N+](=O)[O-])c1,-10,-5,-3,3,0.3,10,4,7,-21
COc1cccc(NC(=O)CC2C(=O)NCCN2C(=S)Nc2ccc(F)cc2)c1 (centres undefined),-12,0,0,4,0.5,9,10,-11,-1
CC(C)(C)OC(=O)N/N=C/c1cccn1-c1ccc([N+](=O)[O-])cc1,-6,/,-3,-4,0.1,2,2,-8,9
O=C(CCc1ccccc1)NNC(=S)Nc1ccc(F)cc1,-11,8,6,3,-1.0,6,3,29,-6
CCC(C)OC(=O)C1=C(C)NC2=C(C(=O)C(C(=O)OC)C(C)C2)C1c1ccc(N(C)C)cc1 (centres undefined),-4,-1,18,-2,-0.3,0,8,14,-9
CC(=O)Nc1ccc(/C=C2\Sc3ccccc3C2=O)cc1,-25,/,9,0,1.2,-2,-2,29,-10
COc1ccc(NC(=O)C(c2ccccn2)N(C(C)=O)c2ccc(C)cc2)cc1 (centres undefined),-15,0,-19,-1,0.7,11,5,2,-6
CC(C)CCOc1cccc(OCC(=O)N(C)C2CCS(=O)(=O)C2)c1 (centres undefined),-2,-1,2,-3,0.2,0,6,24,-12
O=C(c1cn(-c2ccccc2)nc1-c1cccs1)N1CCN(c2ccc(F)cc2)CC1,-24,-3,15,2,0.4,4,11,50,-9
COc1ccc(C(=O)Nc2sc(C)c(C)c2CN2CCOCC2)cc1,-14,-1,-4,0,1.8,5,5,-6,-19
COc1c(F)c(F)c(C(=O)Nc2c(C)cc(Br)cc2C)c(F)c1F,-2,14,-15,-1,2.8,1,-9,4,-6
COc1ccc(C2=NN(Cc3ccccc3)C3C(=O)NC(=O)C23)cc1 (centres undefined),-3,3,5,3,-0.3,4,2,5,-10
CC/C(=N\NC(=S)NC(C)C)c1ccc(OC(F)F)cc1,-16,5,-7,6,-1.4,-1,-14,12,-5
C=CCNC(=O)N1CCC(CO)(Cc2ccc(Cl)cc2)CC1,1,4,-5,3,1.6,-2,3,6,-16
CCOC(=O)C1CCN(C(=O)c2cccc(NS(=O)(=O)c3ccc(F)c(F)c3)c2)CC1,-6,7,-4,0,1.1,7,-1,-4,9
Nn1cnc2c([nH]c3ccccc32)c1=O,-8,0,5,-2,-0.6,1,1,-8,-11
C/C(CC(=O)Nc1ccc(Cl)cc1Cl)=N\NC(=O)C(=O)NCCO,4,-3,-21,-6,2.3,3,2,-21,-15
